Source: PubChem
XBP1 UPR activ = adaptive UPR (XBP1) activation | CHO-XBP1 luciferase reporter, IRE1-XBP1 UPR activation, luminescence; percent of tunicamycin response, DMSO as zero | activation, % at 20 µM | 330,000 compounds, 0.33% hits | AID 463104;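 active = versus positive control, 20 µM dose yields 30% or more activation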;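 also: 100% = tunicamycin at 10 µg/mL and 0% = DMSO only wells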
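Material: CHO cell line with stable XBP1 luciferase reporter; schedule: 16-18 h cell attachment at 37 °C, then 6 h compound exposure; signal: glow luminescence from Steady-Glo reagent; medium: serum-containing F12 medium, 10% FBS; benchmarks: tunicamycin 10 µg/mL and vehicle-only wells; read-out: percent activation relative to tunicamycin reference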
tim10-1 inh = tim10-1 yeast growth inhibition; AID 463190; inhibition, % at 20 µM; 330,000 compounds, 2.2% hits; S. cerevisiae tim10-1 ts strain growth, BacTiter-Glo, 24 h;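 active = inhibition of at least 40%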;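 also: mutant grown at 25 °C; 0% = DMSO wells with yeast and 100% = wells holding no yeast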
tim23-1 inh = growth inhibitors of tim23-1 mutant yeast; S. cerevisiae tim23-1 growth, BacTiter-Glo luminescence, 24 h; inhibition, % at 20 µM; 330,000 compounds, 1.3% hits; AID 463212;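 active = growth inhibition of the mutant yeast at or above 50%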;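 also: temperature-sensitive mutant grown at 25 °C; plate controls were DMSO-treated mutant yeast for no effect and medium wells lacking yeast for full effect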
Jurkat NFkB inh = inhibitors of the PMA/ionomycin-induced NF-kB reporter in Jurkat cells. AID 435003. 330,000 compounds, 0.53% hits. PMA/ionomycin-induced NF-kB luciferase reporter, luminescence. inhibition, % at 4 µM; in the data active = inhibition above about 50%
UPR CHOP act = activators of apoptotic arm of unfolded protein response (CHOP). 330,000 compounds, 0.34% hits. activation, % at 10 µM. CHO-CHOP luciferase reporter, UPR activation, luminescence; percent of tunicamycin response over DMSO baseline. AID 449763;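 active = at 10 µM dose, activation of 40% or more, normalized to positive control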;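 also: 100% = tunicamycin at 10 µg/mL and 0% = DMSO alone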
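assay system = CHO CHOP reporter cells | amount = 500 CHO-CHOP cells per well | buffer or medium = F12 with 10% FBS | incubation = 16-18 h cell attachment, then 6 h compound exposure, 37 °C | detection = luminescence read with Steady-Glo | read-out = percent activation relative to tunicamycin control | controls = tunicamycin high control, DMSO low control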
697 NFkB inh = lowers PMA/ionomycin-induced NF-kB signal in 697 B cells; 330,000 compounds, 0.33% hits; AID 435022; 697 B-cell NF-kB luciferase reporter, 16 h; inhibition, % at 4 µM; in the data active = inhibition above about 35%
Mdm2 MdmX PPI = human Mdm2/MdmX binding inhibition; O15151+Q00987; SaOS-2 split-luciferase Mdm2/MdmX complementation, luminescence; inhibition, % at 8 µM; 330,000 compounds, 3% hits;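 active = inhibition of at least 50% at 8 µM in the primary screen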
Target sequence (O15151 whole entry, looked up): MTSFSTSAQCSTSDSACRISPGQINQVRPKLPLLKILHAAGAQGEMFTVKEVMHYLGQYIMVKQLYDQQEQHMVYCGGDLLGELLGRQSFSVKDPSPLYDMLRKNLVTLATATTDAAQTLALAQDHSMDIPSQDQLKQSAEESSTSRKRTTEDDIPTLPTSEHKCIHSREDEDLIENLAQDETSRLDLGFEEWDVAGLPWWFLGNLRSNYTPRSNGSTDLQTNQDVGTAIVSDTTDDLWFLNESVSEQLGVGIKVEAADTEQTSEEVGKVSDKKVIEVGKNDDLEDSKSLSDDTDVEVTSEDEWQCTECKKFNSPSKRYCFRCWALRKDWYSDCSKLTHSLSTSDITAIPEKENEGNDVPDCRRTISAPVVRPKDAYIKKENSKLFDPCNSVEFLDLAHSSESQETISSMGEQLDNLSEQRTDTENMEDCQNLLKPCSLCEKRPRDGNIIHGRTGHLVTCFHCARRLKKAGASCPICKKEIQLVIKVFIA
Target sequence (Q00987 whole entry, looked up): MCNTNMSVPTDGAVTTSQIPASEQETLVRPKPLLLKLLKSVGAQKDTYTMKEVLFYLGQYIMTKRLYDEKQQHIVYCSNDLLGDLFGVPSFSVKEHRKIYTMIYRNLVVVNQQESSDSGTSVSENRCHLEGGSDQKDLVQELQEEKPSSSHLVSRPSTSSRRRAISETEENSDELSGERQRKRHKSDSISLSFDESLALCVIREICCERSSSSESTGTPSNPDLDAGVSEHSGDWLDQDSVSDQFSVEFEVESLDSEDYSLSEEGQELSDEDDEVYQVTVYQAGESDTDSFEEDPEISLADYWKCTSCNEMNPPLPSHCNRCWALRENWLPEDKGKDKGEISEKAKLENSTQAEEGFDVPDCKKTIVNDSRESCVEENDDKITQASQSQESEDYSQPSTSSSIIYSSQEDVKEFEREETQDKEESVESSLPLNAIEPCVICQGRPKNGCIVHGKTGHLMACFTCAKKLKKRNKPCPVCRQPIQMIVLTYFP
TIM10 inh = growth inhibitors of TIM10 yeast strain | 330,000 compounds, 1.4% hits | inhibition, % at 10 µM | S. cerevisiae TIM10 strain growth, BacTiter-Glo luminescence, 24 h;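 active = inhibition of 40% or more at the single tested concentration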;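 also: wild-type TIM10 isogenic control strain grown at permissive 25 °C; 0% = DMSO yeast wells and 100% = minimal medium wells without yeast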
* marks the source's active call; other numbers are inactive results; . = no result given. Outcome played no part in choosing rows, and some 6.6% of all compounds hit somewhere here.

Codes: A = XBP1 UPR activ; B = tim10-1 inh; C = tim23-1 inh; D = Jurkat NFkB inh; E = UPR CHOP act; F = 697 NFkB inh; G = Mdm2 MdmX PPI; H = TIM10 inh
structure: CC1OC(C)(C)OC1C1CNc2nc(NC(=O)C(C)(C)C)[nH]c(=O)c2N1C(=O)c1cccnc1 (centres undefined)
  A = 2 | B = 6 | C = 1 | D = -9 | E = -0.3 | F = -11 | G = -22 | H = 6

structure: COc1ccnc(Oc2ccccc2)c1C#N
  A = 2 | B = 2 | C = 12 | D = 0 | E = -0.2 | F = 8 | G = 6 | H = 3

structure: CCOC(=O)N1CCC(NC(=O)CCS(=O)(=O)c2ccc3c(c2)CCN3C(=O)CC)CC1
  A = -3 | B = 9 | C = 11 | D = -1 | E = 2.6 | F = 16 | G = 18 | H = 3

structure: O=C(c1cccc(NS(=O)(=O)c2ccc(F)c(F)c2)c1)N1CCCCC1
  A = -3 | B = -7 | C = 15 | D = -7 | E = 0.9 | F = 3 | G = 2 | H = 2

structure: COc1cc(CNc2ccc3[nH]c(=O)[nH]c3c2)ccc1OCc1cccc(C)c1
  A = 0 | B = 24 | C = 14 | D = -7 | E = 7.8 | F = -7 | G = 0 | H = 10

structure: Cc1nn(CCCC(=O)Nc2cccnc2Cl)c(C)c1[N+](=O)[O-]
  A = -1 | B = 13 | C = 0 | D = 9 | E = 1.4 | F = 12 | G = -2 | H = -3

structure: CC(Sc1cccc[n+]1[O-])C(=O)Nc1ccc([N+](=O)[O-])cc1Cl (centres undefined)
  A = -3 | B = 23 | C = -14 | D = -19 | E = 1.6 | F = 3 | G = 11 | H = -3

structure: COc1ccc2nc(N=Nc3ccc(O)c4ccccc34)sc2c1
  A = -1 | B = 20 | C = 24 | D = 25 | E = -1.4 | F = 16 | G = 66* | H = 9

structure: CCN(CC)CCN1C(=O)C(=O)/C(=C(/O)c2ccc(OC)c(OC)c2)C1c1ccccn1 (centres undefined)
  A = 0 | B = 3 | C = 4 | D = 3 | E = -0.2 | F = 15 | G = -21 | H = 12

structure: CCCN1C(=O)CC(c2ccco2)Sc2ccccc21 (centres undefined)
  A = 0 | B = 31 | C = 31 | D = -3 | E = 1.6 | F = 7 | G = 27 | H = 32

structure: O=C(Nc1c2c(nn1-c1ccccc1)CS(=O)(=O)C2)c1ccccc1Br
  A = -2 | B = 8 | C = 11 | D = 6 | E = 1.1 | F = 5 | G = -13 | H = 0

structure: COC(=O)COc1ccc(C(C2C(=O)CC(C)(C)CC2=O)C2C(=O)CC(C)(C)CC2=O)cc1
  A = -7 | B = 20 | C = 18 | D = 0 | E = 2.4 | F = 2 | G = 7 | H = -2

structure: CCOc1ccc(S(=O)(=O)N(C)CC(=O)NC2CCCC2)cc1
  A = 0 | B = 6 | C = 17 | D = 0 | E = 2.9 | F = 15 | G = 32 | H = 5

structure: CCCC(=O)Nc1ccc(Cl)c(NC(=O)c2ccco2)c1
  A = -2 | B = 9 | C = 17 | D = 5 | E = 0.5 | F = -1 | G = 14 | H = 15

structure: COc1ccc(C2C(C(=O)c3ccco3)=C(O)C(=O)N2CCc2ccccc2)cc1OC (centres undefined)
  A = -1 | B = 10 | C = 12 | D = -11 | E = 0.1 | F = 17 | G = 18 | H = 13

structure: O=C(CN1C(=O)/C(=C/c2ccc(Cl)cc2)SC1=S)NC1C=CS(=O)(=O)C1 (centres undefined)
  A = 44* | B = 15 | C = 7 | D = 4 | E = 1.8 | F = -6 | G = 15 | H = 1

structure: O=C1CCC([N+](=O)[O-])C(c2ccc(Cl)c([N+](=O)[O-])c2)N1 (centres undefined)
  A = 0 | B = -11 | C = -10 | D = -12 | E = -0.1 | F = 16 | G = -7 | H = -3

structure: CCCC(=NCc1ccccc1)C1=C(O)C(C(=O)OC)C(C)(C)CC1=O (centres undefined)
  A = -3 | B = 30 | C = 20 | D = -15 | E = -1.0 | F = 19 | G = 18 | H = 11

structure: NC(=O)C1CCN(C(=O)/C(=C/c2ccco2)NC(=O)c2ccccc2)CC1
  A = 0 | B = -9 | C = 6 | D = -21 | E = -1.4 | F = 11 | G = 26 | H = -16

structure: O=C(NCc1ccc(F)cc1)C(c1ccccc1)N(C(=O)c1csnn1)c1ccccc1 (centres undefined)
  A = 0 | B = 16 | C = 20 | D = 10 | E = -0.7 | F = 6 | G = 8 | H = 19

Full records, quoted from the list. Order of screens: XBP1 UPR activ | tim10-1 inh | tim23-1 inh | Jurkat NFkB inh | UPR CHOP act | 697 NFkB inh | Mdm2 MdmX PPI | TIM10 inh
Entry for `O=C1CCC([N+](=O)[O-])C(c2ccc(Cl)c([N+](=O)[O-])c2)N1` (centres undefined) : 0 | -11 | -10 | -12 | -0.1 | 16 | -7 | -3
Entry for `CCCC(=O)Nc1ccc(Cl)c(NC(=O)c2ccco2)c1` : -2 | 9 | 17 | 5 | 0.5 | -1 | 14 | 15
Entry for `O=C(Nc1c2c(nn1-c1ccccc1)CS(=O)(=O)C2)c1ccccc1Br` : -2 | 8 | 11 | 6 | 1.1 | 5 | -13 | 0
Entry for `O=C(NCc1ccc(F)cc1)C(c1ccccc1)N(C(=O)c1csnn1)c1ccccc1` (centres undefined) : 0 | 16 | 20 | 10 | -0.7 | 6 | 8 | 19
Entry for `COC(=O)COc1ccc(C(C2C(=O)CC(C)(C)CC2=O)C2C(=O)CC(C)(C)CC2=O)cc1` : -7 | 20 | 18 | 0 | 2.4 | 2 | 7 | -2

(more compounds)
Codes: A = XBP1 UPR activ; B = tim10-1 inh; C = tim23-1 inh; D = Jurkat NFkB inh; E = UPR CHOP act; F = 697 NFkB inh; G = Mdm2 MdmX PPI; H = TIM10 inh
structure: O=C(C[C@H]1C[C@H](C(=O)N2CCOCC2)[C@@]2(CCC3CCCC3)c3[nH]c4ccc(Cl)cc4c3CCN2C1=O)NCC12CC3CC(CC(C3)C1)C2
  A = 13 | B = 9 | C = 19 | D = . | E = 24 | F = -1 | G = 84* | H = 1

structure: CCn1c(CNC(=O)c2ccccc2F)nnc1SCC(=O)NC1CCCCC1C (centres undefined)
  A = 3 | B = 19 | C = 11 | D = 0 | E = -0.6 | F = 7 | G = -11 | H = -4

structure: CC1CCCCC1NC(=O)c1cc2c(=O)n3ccccc3nc2n1C (centres undefined)
  A = 13 | B = 23 | C = 30 | D = -20 | E = 2.5 | F = -53 | G = -7 | H = 28

structure: O=C(NCCc1ccccc1F)C1CC(=O)N(c2ccccc2)C1 (centres undefined)
  A = -4 | B = 11 | C = 13 | D = 21 | E = 1.0 | F = 23 | G = -4 | H = -2

structure: CCNc1nc(SCc2ccccc2)nc(N2CCOCC2)n1
  A = 3 | B = -6 | C = 34 | D = -6 | E = 1.2 | F = -16 | G = 30 | H = -33

structure: Cc1nnc(NC(=O)C2CCCO2)s1 (centres undefined)
  A = -1 | B = 9 | C = 2 | D = 10 | E = 0.0 | F = 5 | G = 16 | H = 6

structure: CS(=O)(=O)NN1C(=O)c2ccccc2NC1c1ccccc1 (centres undefined)
  A = -1 | B = 3 | C = 14 | D = -11 | E = 9.3 | F = -7 | G = 2 | H = -11

structure: Cc1nc(SCc2ccc(F)cc2)c2oc3ccccc3c2n1
  A = 2 | B = 18 | C = 18 | D = 4 | E = -1.5 | F = -12 | G = 24 | H = 32

structure: O=S(=O)(NCCSCc1c(Cl)cccc1Cl)c1ccc2c(c1)OCCO2
  A = 0 | B = 53* | C = 48 | D = 1 | E = -2.5 | F = -41 | G = 19 | H = 50*

structure: NC(=O)C1CCN(c2nc(-c3ccccc3C(F)(F)F)cs2)CC1
  A = 3 | B = 19 | C = 13 | D = 9 | E = 7.0 | F = -111 | G = -44 | H = 3

structure: O=[N+]([O-])c1ccc(Cl)cc1Sc1cccc2cccnc12
  A = 0 | B = 10 | C = 0 | D = 3 | E = 0.6 | F = 0 | G = 27 | H = 10

structure: COc1ccccc1-n1c(=S)[nH]c2c(sc(=S)n2-c2ccc(C)cc2C)c1=O
  A = -3 | B = 8 | C = 16 | D = 7 | E = -0.8 | F = 23 | G = 1 | H = 4

structure: COc1ccc(S(=O)(=O)N(CC(=O)Nc2ccc3c(c2)OCO3)c2ccccc2OC)cc1
  A = 2 | B = 3 | C = -11 | D = -14 | E = -1.2 | F = -11 | G = 12 | H = 2

structure: COc1ccccc1N1CC(C(=O)OCC(=O)c2ccc(F)cc2)CC1=O (centres undefined)
  A = -3 | B = 15 | C = 18 | D = 18 | E = -1.9 | F = 9 | G = 3 | H = 13

structure: COc1ccc(CN2C(=O)c3c(c(C)n(C)c3C)C2C(=O)NC2CCC(C)CC2)cc1 (centres undefined)
  A = -1 | B = 42* | C = 33 | D = -4 | E = 1.5 | F = 10 | G = -20 | H = 28

structure: CCOc1ccc(NC(=O)c2ccc(CNc3c(N4CCCC4)c(=O)c3=O)cc2)cc1
  A = 0 | B = 10 | C = -2 | D = 4 | E = 1.9 | F = -4 | G = -12 | H = -1

structure: Cc1c(NC(=O)C(C)OC(=O)C23CC4CC(CC(Br)(C4)C2)C3)c(=O)n(-c2ccccc2)n1C (centres undefined)
  A = -3 | B = 5 | C = 13 | D = -4 | E = -1.4 | F = -3 | G = -1 | H = 9

structure: CCc1ccccc1N/N=C(/C)c1c(O)cc(C)oc1=O
  A = -1 | B = 9 | C = 10 | D = 2 | E = 0.4 | F = 10 | G = -3 | H = -9

structure: CCc1ccc(NC(=O)C(C)Sc2nc(-c3ccco3)c(C#N)c(=O)[nH]2)cc1 (centres undefined)
  A = 3 | B = -10 | C = 6 | D = 15 | E = 1.6 | F = 20 | G = -11 | H = 14

structure: O=C(c1cccc([N+](=O)[O-])c1)c1ccc2c(c1)OCCOCCOCCOCCO2
  A = 2 | B = 7 | C = 11 | D = -14 | E = 1.1 | F = -3 | G = 0 | H = 6

structure: Cc1ccc(/C=N/NC(=O)c2cccnc2)o1
  A = 0 | B = 2 | C = 7 | D = 4 | E = 2.2 | F = 16 | G = 16 | H = -2

structure: Cc1ncc(CN2CCCC(C(=O)Nc3ccc(-c4cscn4)cc3)C2)cn1 (centres undefined)
  A = -1 | B = -16 | C = -1 | D = -8 | E = 0.4 | F = -22 | G = 10 | H = -15

structure: Cc1cccc(C)c1NC(=O)N1CCC(C(=O)c2ccc(F)cc2)CC1
  A = -1 | B = -2 | C = 8 | D = -5 | E = -0.1 | F = -6 | G = 17 | H = -14

structure: N/C(=N/OC(=O)c1ccccc1Cl)c1nonc1N
  A = -8 | B = 24 | C = 22 | D = -11 | E = -3.1 | F = -5 | G = -23 | H = 17

structure: O=C(COc1cccc(F)c1)Nc1ccc2[nH]c(=O)[nH]c2c1
  A = -1 | B = 2 | C = 2 | D = 4 | E = 1.4 | F = 12 | G = 23 | H = -21

structure: O=C(COC(=O)/C=C/c1ccc(S(=O)(=O)N2CCOCC2)cc1)NCc1ccc2c(c1)OCO2
  A = -3 | B = 11 | C = 6 | D = 19 | E = -0.7 | F = 6 | G = 1 | H = -2

structure: CC(Sc1nnc(CNC(=O)c2ccco2)n1C)C(=O)Nc1nccs1 (centres undefined)
  A = 1 | B = -7 | C = 19 | D = -2 | E = -1.7 | F = 8 | G = 19 | H = -4

structure: C#CCOc1c(Br)cc(/C=C2/C(=O)ON=C2C)cc1OC
  A = -4 | B = 1 | C = -4 | D = 9 | E = 2.7 | F = 1 | G = -11 | H = 6

Single entries from above.
UPR CHOP act, `CCCN1C(=O)CC(c2ccco2)Sc2ccccc21` (centres undefined) is entered as 1.6
tim23-1 inh, `COc1ccc2nc(N=Nc3ccc(O)c4ccccc34)sc2c1` is entered as 24
